From PubChem BioAssay
Rab7 wt modul: modulators of GTP binding to Rab7, primary screen, biochemical, wildtype, multiplex bead flow cytometry; GST-Rab7 beads, fluorescent GTP binding; actives lie on both sides; untreated = 100%, excess cold GTP = 0%; Rab7 GTPase wild type (dog), Bodipy-FL-GTP binding; GTP binding activity (percent of control), % at 10 µM; 190,000 tested, 0.055% active; AID 758, 2007;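 active = fluorescent GTP binding to Rab7 beads changed by at least 20 points from the 100% baseline, either direction, mostly lower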;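 note: median green fluorescence of bound Bodipy-FL-GTP per Rab7 bead population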
Rac1 mut GTP: GTP binding modulators of activated mutant Rac1, primary screen, biochemical, bead-based flow cytometry, multiplex, fluorescent GTP. 190,000 tested, 0.11% active. Ras-related C3 botulinum toxin substrate 1 (Homo sapiens), P63000. GST-Rac1 activated beads; actives lie on both sides; 100% means binding = to untreated wells. percent activity (GTP binding), % at 10 µM. AID 764, 2007;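 active = GTP binding at least 20 percentage points away from the 100% baseline, in either direction, so actives lie on both sides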
Mcl1 Noxa PPI: Mcl-1/Noxa binding inhibitors, primary screen, biochemical, TR-FRET, 1536-well; inhibition, % at 21.7 µM; 220,000 tested, 1.5% active; TR-FRET Mcl-1/Noxa peptide binding, 2 h;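 active = compounds that cut the protein-peptide binding signal by more than 50% relative to plate controls in a single-dose test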;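 note: His-tagged Mcl-1 with rhodamine Noxa BH3 peptide and terbium anti-His antibody; 0% = Mcl-1 plus Noxa peptide wells and 100% = peptide-only wells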
ABCG2 inh: ABCG2 efflux pump inhibitors, primary screen, multiplex with ABCB1, IgMXP3 cells, flow cytometry. Broad substrate specificity ATP-binding cassette transporter ABCG2 (Homo sapiens), Q9UNQ0. JC-1 efflux. inhibition, % at 6.6 µM. 190,000 tested, 0.1% active;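 active = inhibition above 80%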;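 note: 0% = DMSO and 100% = nicardipine control wells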
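Assay system – ABCG2 IgMXP3 and barcoded ABCB1 CCRF-Adr cell mix · Input – 3 million cells/mL in well · Reagent – JC-1 fluorescent substrate · Compound – single test compound dose, 6.6 µM final · Timing – 10 min exposure at 25 °C with rotation, no wash · Detection – flow cytometry of retained JC-1 fluorescence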
HRas wt GTP: modulators of GTP binding to HRas wildtype, primary screen, biochemical, bead-based flow cytometry, multiplex | GTPase HRas (Homo sapiens), P01112 | GST-Ras wt beads, Bodipy-FL-GTP binding; actives lie on both sides | GTP binding activity, % at 10 µM | 190,000 tested, 0.14% active | AID 759, 2007;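 active = GTP binding activity at least 20% away from the 100% baseline, either lowered as inhibitor or raised as activator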;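 note: 0% = unlabeled GTP competition control and 100% = no-compound control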
Pf gamet viab: late stage P. falciparum gametocyte viability inhibitors, primary screen, ATP luminescence, HTS. P. falciparum stage V gametocytes, 24 h. inhibition, % at 10.9 µM. 150,000 tested, 0.065% active. AID 743093, 2013;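 active = inhibition above the mean plus 3 SD of compounds within the control limits, set per campaign, cut at about 38% in these data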;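 note: 0% = DMSO wells and 100% = medium only without gametocytes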
Rab2 wt GTP: modulators of GTP binding to Rab2A wildtype, primary screen, biochemical, dog, bead-based flow cytometry, multiplex. GTP binding activity, % at 10 µM. GST-Rab2 wt beads, Bodipy-GTP binding. Ras-related protein Rab-2A (Canis lupus familiaris), P61105. 190,000 tested, 0.19% active;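 active = GTP binding activity at least 20 points away from 100%, either lowered or raised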;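 note: 0% = beads with excess unlabeled GTP and 100% = no-compound control corrected for plate trend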
Rac1 wt GTP bind: wildtype Rac1 GTP binding modulators, primary screen, biochemical, GST-Rac1 beads, flow cytometry, multiplex. 190,000 tested, 0.27% active. fluorescent GTP binding; actives lie on both sides; 0 = cold GTP competed, 100 = untreated. GTP binding activity (% of control), % at 10 µM. AID 757, 2007;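 active = GTP binding activity at least 20 points away from the 100% control level, either lower or higher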
ABCB1 block: ABCB1 efflux pump inhibitors, primary screen, cell-based, multiplex, flow cytometry, ABCG2 counter-screen. ATP-dependent translocase ABCB1 (Homo sapiens), P08183. CCRF-Adr cells, JC-1 efflux. inhibition, % at 6.6 µM. 190,000 tested, 0.067% active; in the data active = inhibition above about 40%;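 note: 0% = vehicle and 100% = reference inhibitor; higher value means more JC-1 retained so stronger ABCB1 efflux block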
Target sequence (P08183 whole entry, looked up): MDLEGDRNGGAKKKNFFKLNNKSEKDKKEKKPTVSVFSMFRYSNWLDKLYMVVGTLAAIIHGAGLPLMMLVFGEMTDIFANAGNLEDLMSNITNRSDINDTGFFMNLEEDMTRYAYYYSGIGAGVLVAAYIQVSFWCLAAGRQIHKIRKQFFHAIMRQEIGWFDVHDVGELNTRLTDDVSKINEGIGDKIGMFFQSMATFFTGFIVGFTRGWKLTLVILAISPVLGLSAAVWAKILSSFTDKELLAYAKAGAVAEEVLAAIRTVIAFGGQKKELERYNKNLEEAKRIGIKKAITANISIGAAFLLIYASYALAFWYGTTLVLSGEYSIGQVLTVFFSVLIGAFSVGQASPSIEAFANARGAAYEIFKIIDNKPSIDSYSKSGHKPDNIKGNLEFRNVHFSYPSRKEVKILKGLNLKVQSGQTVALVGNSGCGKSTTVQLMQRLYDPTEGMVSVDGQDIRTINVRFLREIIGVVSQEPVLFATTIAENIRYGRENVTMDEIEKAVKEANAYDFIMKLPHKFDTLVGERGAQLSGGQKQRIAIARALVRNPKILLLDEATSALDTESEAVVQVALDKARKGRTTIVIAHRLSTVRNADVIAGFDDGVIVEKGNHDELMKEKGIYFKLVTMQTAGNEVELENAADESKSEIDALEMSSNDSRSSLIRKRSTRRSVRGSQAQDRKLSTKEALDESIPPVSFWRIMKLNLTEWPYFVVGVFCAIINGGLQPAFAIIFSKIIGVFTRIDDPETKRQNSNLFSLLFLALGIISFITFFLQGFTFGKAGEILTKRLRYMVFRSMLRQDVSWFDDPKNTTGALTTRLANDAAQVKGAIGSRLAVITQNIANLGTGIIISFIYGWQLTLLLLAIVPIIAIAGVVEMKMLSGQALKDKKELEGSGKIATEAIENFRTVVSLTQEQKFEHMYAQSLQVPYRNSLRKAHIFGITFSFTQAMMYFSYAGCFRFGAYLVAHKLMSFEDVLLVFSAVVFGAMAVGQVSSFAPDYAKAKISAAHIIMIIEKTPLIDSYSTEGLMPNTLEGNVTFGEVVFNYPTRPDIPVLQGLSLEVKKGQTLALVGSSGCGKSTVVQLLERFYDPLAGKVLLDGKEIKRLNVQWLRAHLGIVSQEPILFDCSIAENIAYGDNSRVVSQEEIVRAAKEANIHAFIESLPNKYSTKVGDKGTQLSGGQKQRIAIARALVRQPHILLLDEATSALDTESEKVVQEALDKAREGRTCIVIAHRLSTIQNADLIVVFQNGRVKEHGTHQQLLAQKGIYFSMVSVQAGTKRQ
Cdc42 wt GTP: modulators of GTP binding to wildtype Cdc42, primary screen, biochemical, multiplex bead flow cytometry, Bodipy-GTP; Cell division control protein 42 homolog (Homo sapiens), P60953; GST-Cdc42 beads; actives lie on both sides; percent activity (GTP binding), % at 10 µM; 190,000 tested, 0.2% active; AID 761, 2007;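 active = percent activity GTP binding at least 20 points away from the 100% baseline, either down as inhibitor or up as activator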;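 note: median bead fluorescence of bound Bodipy-FL-GTP at 100 nM; 0% = excess unlabeled GTP control and 100% = no compound control; below 100% means less GTP binding so inhibitor and above means activator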
Avidin fluor: green autofluorescence of compounds with avidin beads – biophysical, 488/530 nm, flow cytometry, artefact control, profiling panel | compound fluorescence 488/530 nm; stronger effect = higher value | fluorescence (KMESF) at 10 µM | 220,000 tested, 0.38% active | AID 1775, 2009; in the data active = fluorescence above about 47; note: inactives centre near 10
Starred values were filed as active, the others as inactive; . = not tested or not shown.

Value order: Rab7 wt modul	Rac1 mut GTP	Mcl1 Noxa PPI	ABCG2 inh	HRas wt GTP	Pf gamet viab	Rab2 wt GTP	Rac1 wt GTP bind	ABCB1 block	Cdc42 wt GTP	Avidin fluor
N#Cc1c2c(c(-c3ccco3)[nH]c1=O)CCCC2
    100	97	16	37	96	.	97	98	0.0	94	8
COC(=O)c1ccccc1NC(=O)c1ccnn1C
    92	90	0	1	91	5	91	91	-0.2	90	3
COc1cccc(CNC(=O)CCC2CCCN(Cc3ccc(OC(F)F)cc3)C2)c1 (centres undefined)
    93	94	14	6	95	.	95	99	2.0	96	9
Cc1cccc(C=Nc2ccccc2C(N)=O)c1
    105	98	-14	8	105	.	103	103	1.2	101	16
COc1ccc(-c2nnn(CC(=O)N3CCOCC3)n2)cc1
    98	96	-1	0	96	.	99	99	-1.3	98	79*
O=C(COC(=O)CCCc1c[nH]c2ccccc12)Nc1ccc2c(c1)OCO2
    94	97	56*	11	97	.	97	96	0.2	98	8
CCOc1cc(NC(=O)c2ccco2)c(OCC)cc1NC(=O)Cc1cccc(OC)c1
    99	96	19	10	98	-19	97	96	2.6	100	3
CCOC(=O)c1c(C)[nH]c(C)c1C(=O)COC(=O)c1ccccc1O
    97	97	15	-4	97	.	96	99	-0.9	102	7
Nc1c2c(nc3ccn(Cc4ccccc4)c(=O)c13)CCC2
    101	97	.	14	100	.	100	100	1.3	101	9
CC1(C)CC(=O)C2=C(C1)N(c1ccc(F)cc1)C(=O)C2(O)C(F)(F)F (centres undefined)
    98	97	-3	2	99	.	99	100	0.6	101	35
CCOC(=O)c1cnn(CCOC(=O)c2cccc(F)c2)c1NC(=O)c1cccc(F)c1
    98	102	-3	4	101	15	101	103	0.8	100	1
CCC(=O)n1nc(-c2ccc(Cl)cc2)nc1NCc1ccccc1
    102	96	15	2	100	.	101	102	0.8	101	7
O=C(Nc1ncccn1)c1cc(-c2cccc(Br)c2)nc2ccccc12
    96	100	21	75	100	-18	98	102	7.2	100	12
COc1ccc2c(c1)CCc1c(C(=O)NCCCn3ccnc3)noc1-2
    90	92	3	2	94	-19	94	92	1.3	94	22
COc1cc(CN2CCN(S(=O)(=O)c3ccc(F)cc3)CC2)cc(OC)c1OC
    100	100	4	2	102	.	101	107	0.9	102	9
COc1ccc([N+](=O)[O-])cc1NS(=O)(=O)c1ccc(Cl)c(C(=O)Nc2sc3c(c2C#N)CCCCC3)c1
    93	80	35	-1	87	5	85	88	-0.4	84	23
CCOC(=O)Nc1nc(-c2ccc(Cl)cc2Cl)cs1
    97	99	3	2	98	-26	98	104	0.9	102	11
CCCc1sc(N)nc1-c1ccc(C)cc1
    94	98	-6	-2	97	.	96	106	-0.7	100	2
O=C(Nc1ccc(Br)cc1F)C1CCN(c2nnc(-n3cccc3)s2)CC1
    102	99	13	0	100	.	101	103	-1.5	100	6
N#CC1=C(SCC(=O)NC2CC2)NC(=O)C(C#N)C12CCCCC2 (centres undefined)
    104	97	7	1	100	11	98	102	-0.9	99	10

(listing goes on)
Value order: Rab7 wt modul	Rac1 mut GTP	Mcl1 Noxa PPI	ABCG2 inh	HRas wt GTP	Pf gamet viab	Rab2 wt GTP	Rac1 wt GTP bind	ABCB1 block	Cdc42 wt GTP	Avidin fluor
COc1ccc(OC)c(N/C=C/C(=C(C#N)C#N)N(C)C)c1
    93	95	23	6	94	8	98	97	0.6	95	5
Nc1ccc(C(=O)N/N=C/c2sc(N3CCOCC3)nc2-c2ccccc2)cc1
    96	99	21	-5	99	11	94	95	-1.1	94	14
COc1ccc(S(=O)(=O)N(CC(=O)NC2CC2)c2ccc(C)cc2)cc1
    96	97	-5	2	96	10	97	95	0.8	99	8
CCCCNC(=O)OCCNC(=O)NC
    101	96	1	21	96	-5	99	102	2.6	97	16
O=C(NNC(=O)c1ccccc1-n1cccc1)c1ccc(Cl)cc1
    103	98	10	7	101	2	101	101	0.4	102	8
N#Cc1ccccc1Cn1cc(/C=N/Nc2ccc([N+](=O)[O-])cn2)c2ccccc21
    106	100	15	-1	107	4	109	107	2.7	105	9
CCOC(=O)c1ccc(-c2ccc(C3Nc4ccccc4C(=O)N3O)o2)cc1 (centres undefined)
    98	99	-45	-1	100	-8	96	103	-0.1	101	2
COC(=O)c1ccccc1NC(=O)CN(C)Cc1ccccc1
    99	97	3	5	96	.	98	100	0.5	94	9
C/C(CC1(O)C(=O)N(C)c2ccccc21)=N\O (centres undefined)
    99	98	23	-9	100	.	102	102	-2.4	104	9
O=C(NNC(=O)c1cc(OCC(F)(F)F)ccc1OCC(F)(F)F)c1cccc(C(F)(F)F)c1
    94	93	5	7	91	6	93	86	0.4	90	12
O=C(O)c1ccc2c(c1)C(=O)N(Cc1ccc3c(c1)OCO3)C2=O
    99	97	11	0	98	-19	99	100	0.1	102	7
OCCOCCOc1ccccc1OCCOCCO
    102	98	8	2	97	5	99	101	0.3	99	11
CC(=O)OCCOc1nc(NC(C)C)nc(NC(C)C)n1
    98	99	1	4	101	8	99	106	0.7	100	6
COc1ccc(N2CCN(C(=O)CSc3ccc(C)cc3)CC2)cc1
    96	96	9	1	94	4	95	97	0.4	95	19
COc1cc(/C=C2\SC(=O)N(CC(=O)Nc3cccc(C)c3)C2=O)cc([N+](=O)[O-])c1O
    94	87	59*	-5	91	15	87	90	-1.6	87	6
COC(=O)C/C=C/[C@@H](C)[C@@H](/C=N/OC[C@@H](C)[C@H](OCc1ccccc1)C(C)C)NS(=O)(=O)c1ccc(C)cc1
    98	98	2	3	99	.	97	100	1.1	96	11
CCOc1ccc(-c2csc(NC(=O)CSC3=NC(=O)CN3C(C)=O)n2)c2ccccc12
    95	95	14	8	97	.	94	95	2.2	99	5
CCOc1cc(/C=N/NC(=O)CSc2nncn2C)ccc1OCc1cccc(C)c1
    101	101	0	10	101	17	100	101	0.2	102	21
CCC(=S)/C=C1\Sc2ccccc2N1CCCS(=O)(=O)O
    98	93	14	-10	93	.	93	90	-7.9	91	12
CCN(CCNC(=O)C1CCN(S(=O)(=O)c2cccc3nsnc23)CC1)c1ccccc1
    96	98	32	10	99	.	99	100	2.1	103	7

Next records.
Value order: Rab7 wt modul	Rac1 mut GTP	Mcl1 Noxa PPI	ABCG2 inh	HRas wt GTP	Pf gamet viab	Rab2 wt GTP	Rac1 wt GTP bind	ABCB1 block	Cdc42 wt GTP	Avidin fluor
CN(C(=O)C1CCN(S(=O)(=O)c2cccs2)CC1)c1ccccc1
    96	97	16	4	99	10	99	99	0.9	100	11
C[C@H]1C[C@H]2[C@@H]3CCC4=CC(=O)C=C[C@]4(C)[C@@]3(Cl)[C@@H](O)C[C@]2(C)[C@@]1(O)C(=O)CO
    103	99	10	5	100	.	97	101	0.7	99	7
O=C1NC(=S)N/C1=C\c1cccc([N+](=O)[O-])c1
    97	95	10	1	97	-34	95	96	-1.9	99	5
CSc1nnc2c3ccccc3n(CCc3ccccc3)c2n1
    100	97	-2	4	96	0	95	101	0.9	99	22
COc1ccc2nc(NC(=S)NC(=O)c3ccco3)sc2c1
    101	96	39	9	100	-16	98	100	0.6	100	9
CCN(CC)CCn1c(NCc2nc3ccccc3n2Cc2ccccc2)nc2ccccc21
    98	101	27	2	101	.	101	105	2.7	103	7
COc1ccc(N2CCN(C(CNC(=O)C(=O)NCc3cccnc3)c3ccco3)CC2)cc1 (centres undefined)
    106	94	8	1	96	-4	99	97	0.4	100	8
Cc1cc(C)cc(NC(=O)CSc2nnc(CNC(=O)c3cccs3)o2)c1
    101	100	-5	23	101	.	100	100	1.5	103	8
NC(=O)C[N+]1(CC#CC(O)(c2ccccc2)c2ccccc2)CCCC1
    105	98	15	-1	104	.	102	102	0.1	100	10
C=CCn1c(SCC(=O)N(CC)CC)nc(O)cc1=O
    94	94	.	-2	95	-21	95	92	-0.3	97	16
CC1CC(C)CN(S(=O)(=O)c2ccc(C(=O)Nc3sccc3C(N)=O)cc2)C1 (centres undefined)
    103	100	18	1	101	.	99	100	0.9	101	6
COc1ccc(CN(C2CCCC2)S(=O)(=O)c2ccc(-n3cnnn3)cc2)cc1
    97	98	-10	1	99	.	98	101	0.5	101	35
O=C(/C=C/c1cccc(F)c1)Nc1nccs1
    93	93	-2	2	93	3	93	91	0.2	93	32
O=C(Nc1nccs1)C1CCN(S(=O)(=O)c2c(Cl)cccc2Cl)CC1
    103	97	13	12	100	.	100	105	1.3	103	19
COc1ccc(OC)c(S(=O)(=O)NCc2cn3ccsc3n2)c1
    94	98	26	3	100	8	98	100	0.2	103	3
O=C(CN1CCOCC1)N1CCN(c2nnc(-c3ccccc3)c3ccccc23)CC1
    99	98	9	1	102	-10	98	103	0.3	102	8
O=C(Nn1cnnc1)c1cc2cc(Br)ccc2oc1=O
    89	91	12	5	96	.	91	93	0.8	95	36
Cc1nc(SCC(=O)NCC2CCCO2)c2oc3ccccc3c2n1 (centres undefined)
    96	99	-18	4	100	-4	98	102	0.5	101	10
O=C/C(=C\Nc1ccc(S(=O)(=O)CCO)cc1)c1nc2cc(Cl)ccc2o1
    92	100	19	2	96	3	94	100	0.1	97	11
O=C(COc1ccccc1[N+](=O)[O-])N/N=C/C=C/c1ccco1
    100	96	-12	6	97	7	98	97	0.1	97	11

Continued:
Value order: Rab7 wt modul	Rac1 mut GTP	Mcl1 Noxa PPI	ABCG2 inh	HRas wt GTP	Pf gamet viab	Rab2 wt GTP	Rac1 wt GTP bind	ABCB1 block	Cdc42 wt GTP	Avidin fluor
NC(=S)Nc1ccc(Oc2ccc(NC(N)=S)cc2)cc1
    106	100	-31	-1	103	18	106	104	-0.3	104	19
COc1cc(NC(=O)Nc2ccc(C)cc2)cc([N+](=O)[O-])c1
    102	100	1	-1	101	9	99	106	-0.1	103	3
N=C1C(=O)OCC1c1ccccc1NC(=O)c1ccccc1 (centres undefined)
    104	99	3	-1	103	13	100	107	-0.1	102	2
O=C(NCCC1=CCCCC1)C1CCN(S(=O)(=O)c2cccs2)CC1
    97	97	-9	3	96	.	94	98	0.7	95	19
COc1ccc(-n2cc(CN(C)CCO)c(-c3cccc(F)c3)n2)cc1
    100	98	4	7	99	11	103	102	0.2	101	15
